# NALP3 yeast inh: NALP3 inflammasome inhibitors in reconstituted yeast, primary screen, luminescence, uHTS; Yeast reconstituted NLRP3/ASC/caspase-1, beta-gal luminescence, 24 h; inhibition, % at 10 µM; hit rate 0.39% among 330,000; AID 2825, 2010;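 active means inhibition of 50% or more; inactive means inhibition below 50%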;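 further: plate controls were induced DMSO wells for no effect and uninduced yeast grown without galactose for full effect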
# Mdm2 MdmX PPI: inhibitors of human Mdm2-MdmX association, primary screen, cell-based, luminescence, split luciferase, SaOS-2, uHTS | hit rate 3% among 330,000 | AID 485346, 2010 | SaOS-2 split-luciferase Mdm2/MdmX complementation | inhibition, % at 8 µM;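 active means inhibition of at least 50% at 8 µM in the primary screen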
# tim23-1 inh: growth inhibitors of tim23-1 mutant yeast, primary screen, luminescence, uHTS; inhibition, % at 20 µM; S. cerevisiae tim23-1 growth, BacTiter-Glo luminescence, 24 h; AID 463212, 2010; hit rate 1.3% among 330,000;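 active means growth inhibition of the mutant yeast at or above 50%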;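 further: temperature-sensitive mutant grown at 25 °C; plate controls were DMSO-treated mutant yeast for no effect and medium wells lacking yeast for full effect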
# TIM10 inh: growth inhibitors of isogenic TIM10 control yeast, primary screen, counter-screen for tim10-1 yeast inhibitor project, luminescence, uHTS; inhibition, % at 10 µM; S. cerevisiae TIM10 strain growth, BacTiter-Glo luminescence, 24 h; AID 463195, 2010; hit rate 1.4% among 330,000;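 active means inhibition of 40% or more at the single tested concentration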;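 further: wild-type TIM10 isogenic control strain grown at permissive 25 °C; 0% = DMSO yeast wells and 100% = minimal medium wells without yeast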
# CHOP UPR activ: activators of apoptotic CHOP UPR arm, primary screen, cell-based, CHO-CHOP luciferase reporter, luminescence, uHTS | activation, % at 10 µM | UPR activation; percent of tunicamycin response over DMSO baseline | hit rate 0.34% among 330,000;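 active means at 10 µM dose, activation of 40% or more, normalized to positive control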;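 further: 100% = tunicamycin at 10 µg/mL and 0% = DMSO alone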
#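 Evaluation: % reporter activation, DMSO baseline versus tunicamycin full activation; System: CHO-CHOP luciferase reporter cell line; Input: 500 cells/well; Incubation: 6 h compound treatment, 37 °C; Measured by: Steady-Glo luciferase luminescence; Dosing: one dose, 10 µM in 0.5% DMSO; Buffer or medium: F12 medium, 10% FBS; Benchmarks: positive tunicamycin 10 µg/mL, negative DMSO alone.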
# tim10-1 inh: growth inhibitors of tim10-1 mutant yeast, primary screen, luminescence, uHTS. hit rate 2.2% among 330,000. inhibition, % at 20 µM. S. cerevisiae tim10-1 ts strain growth, BacTiter-Glo, 24 h;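 active means inhibition of at least 40%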;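 further: mutant grown at 25 °C; 0% = DMSO wells with yeast and 100% = wells holding no yeast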
# NR3A LBD binder: binders of NR3A ligand-binding domain, primary screen, biophysical, differential scanning fluorimetry, uHTS | Glutamate receptor ionotropic, NMDA 3A (GRIN3A) ligand-binding domain | NR3A LBD differential scanning fluorimetry, Tm shift; 0% = protein alone, 100% = glycine-bound protein | Tm shift relative to glycine control, % at 25 µM | hit rate 2.5% among 340,000;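 active means melting temperature shift of at least 10% of the positive control shift, at one fixed dose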
# APJ agonist: agonists of human apelin receptor APJ, primary screen, CHO-K1 cells, PathHunter beta-arrestin, luminescence; AID 2520, 2010; activation, % at 20 µM; hit rate 0.11% among 330,000; P35414; 0% DMSO wells, 100% apelin;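 active means activation more than six SD over the plate average, tested at 20 µM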;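 further: 0% = DMSO alone and 100% = apelin-13 at 10 nM; some results filed as inactive read as strong as hits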
# Target sequence (P35414 whole entry, looked up): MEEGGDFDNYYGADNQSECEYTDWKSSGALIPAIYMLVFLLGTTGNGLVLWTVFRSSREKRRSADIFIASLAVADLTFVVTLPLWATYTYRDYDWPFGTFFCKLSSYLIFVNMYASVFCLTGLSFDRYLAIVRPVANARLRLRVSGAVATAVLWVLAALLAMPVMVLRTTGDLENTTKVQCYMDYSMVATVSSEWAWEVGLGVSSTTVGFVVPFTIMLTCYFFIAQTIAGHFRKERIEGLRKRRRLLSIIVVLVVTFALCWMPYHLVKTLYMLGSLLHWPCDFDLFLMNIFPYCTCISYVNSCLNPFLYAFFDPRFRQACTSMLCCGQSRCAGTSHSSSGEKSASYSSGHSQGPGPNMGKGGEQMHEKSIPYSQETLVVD
#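 Test system – PathHunter CHO-K1 APJ (AGTRL-1) beta-arrestin reporter cells · Input – 1000 cells/well · Compound – single test compound dose, 20 µM final, 1% DMSO · Times – compound stimulation 90 min at 25 °C, detection 60 min · Technique – beta-gal luminescence · Read-out basis – APJ–arrestin association signal · Control set – negative DMSO alone, positive Apelin-13 at 10 nM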
# XBP1 UPR activ: activators of adaptive XBP1 UPR arm, primary screen, cell-based, CHO-XBP1 luciferase reporter, luminescence, uHTS | IRE1-XBP1 UPR activation; percent of tunicamycin response, DMSO as zero | hit rate 0.33% among 330,000 | activation, % at 20 µM;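 active means versus positive control, 20 µM dose yields 30% or more activation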;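 further: 100% = tunicamycin at 10 µg/mL and 0% = DMSO only wells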
#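 Assay system: IRE1-XBP1 luciferase reporter CHO line. Input: 1000 cells/well. Buffer or medium: F12 with 10% serum. Doses: 20 µM, 1% DMSO. Times: overnight seeding at 37 °C, 6 h compound treatment at 37 °C. Technique: Steady-Glo luciferase glow luminescence, 10 min after reagent addition.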
# * marks the source's active call; other numbers are inactive results. Rows are unselected; 8.2% or so of the library scored in one or more.
SMILES,NALP3 yeast inh,Mdm2 MdmX PPI,tim23-1 inh,TIM10 inh,CHOP UPR activ,tim10-1 inh,NR3A LBD binder,APJ agonist,XBP1 UPR activ
COc1ccc(/C=C/C(=O)Nc2ccc3c(c2)CCC3)cc1OC,59*,-15,54*,21,3.9,-36,-4,4,7
CCOc1ccc(Nc2nc(N)nc(CN(C)C3CCCCC3)n2)cc1,22,6,3,-3,-0.1,2,-3,1,-1
Oc1ccc(Oc2ncc(Cl)cc2Cl)cc1,36,-13,37,9,0.3,40*,0,-3,1
CC(C)(C)OC(=O)C[C@@H]1C/C=C\C[C@@H](CC(=O)N(CCO)Cc2ccccc2)C(=O)N2CCC[C@@H]2COC1=O,31,13,2,0,0.5,-6,-1,-3,2
COc1ccc(C(=O)NCc2ccc(-c3nc4ccccc4s3)cc2)cc1,16,45,13,7,2.6,18,0,-6,-2
C/C(=N\Nc1nccnc1Cl)c1ccc([N+](=O)[O-])cc1,8,4,8,8,-2.3,2,0,2,1
CCCn1nc(C(=O)Nc2nc(-c3ccccn3)cs2)c2ccccc2c1=O,11,62*,41,24,18,34,-6,-4,16
CCOC(=O)C1=C(C)Nc2[nH]c(=O)[nH]c(=O)c2C1c1cccs1 (centres undefined),1,2,-7,-2,1.3,2,4,-3,1
CN(CC(=O)Nc1cccc(F)c1)C(=O)c1cc(-c2ccccc2)nc2ccccc12,8,9,18,12,-0.1,21,7,3,-5
CC(=O)N1CC(C)Sc2ccc(S(=O)(=O)NCCc3cccc(C)c3)cc21 (centres undefined),12,8,22,6,0.0,15,-2,10,-5

# A section of the results above:
SMILES,NALP3 yeast inh,Mdm2 MdmX PPI,tim23-1 inh,TIM10 inh,CHOP UPR activ,tim10-1 inh,NR3A LBD binder,APJ agonist,XBP1 UPR activ
COc1ccc(C(=O)NCc2ccc(-c3nc4ccccc4s3)cc2)cc1,16,45,13,7,2.6,18,0,-6,-2
C/C(=N\Nc1nccnc1Cl)c1ccc([N+](=O)[O-])cc1,8,4,8,8,-2.3,2,0,2,1
CCCn1nc(C(=O)Nc2nc(-c3ccccn3)cs2)c2ccccc2c1=O,11,62*,41,24,18,34,-6,-4,16
CCOC(=O)C1=C(C)Nc2[nH]c(=O)[nH]c(=O)c2C1c1cccs1 (centres undefined),1,2,-7,-2,1.3,2,4,-3,1
CN(CC(=O)Nc1cccc(F)c1)C(=O)c1cc(-c2ccccc2)nc2ccccc12,8,9,18,12,-0.1,21,7,3,-5
CC(=O)N1CC(C)Sc2ccc(S(=O)(=O)NCCc3cccc(C)c3)cc21 (centres undefined),12,8,22,6,0.0,15,-2,10,-5

# (further entries)
SMILES,NALP3 yeast inh,Mdm2 MdmX PPI,tim23-1 inh,TIM10 inh,CHOP UPR activ,tim10-1 inh,NR3A LBD binder,APJ agonist,XBP1 UPR activ
COc1ccc(S(=O)(=O)N2CCCCC2)cc1NC(=O)c1cc([N+](=O)[O-])ccc1N1CCOCC1,9,22,-5,11,1.9,-9,-2,13,-1
COc1ccc(CCN(C)C(=O)CN2C(=O)c3ccccc3S2(=O)=O)cc1OC,-10,-6,10,0,-0.4,20,3,-4,-3
COc1ccc(Cl)cc1N1C(=O)C2CCCN2C1c1ccc(F)c(F)c1 (centres undefined),5,-2,21,15,-1.7,27,2,-1,-1
COCCN1Cc2cccc(C(=O)Nc3ccc(-c4nc5ccccc5[nH]4)cc3)c2C1=O,-17,40,-34,-27,4.3,-8,3,-1,4
COc1ccccc1CCNC(=O)C(=O)NCC1OCCN1S(=O)(=O)c1ccc(Br)cc1 (centres undefined),11,12,12,14,0.0,16,-3,-1,-2
Cc1ccc2nc(=O)c(NNc3ccccc3)cnc2c1,17,5,8,18,2.2,23,-1,-3,-2
Cc1ccc(-n2nnnc2CNC(=O)c2ccc3c(c2)OCO3)cc1C,1,0,13,2,3.0,17,1,6,-7
CCC(CC)C(=O)Nc1cc(C)c2c(=O)oc3ccccc3c2n1,21,6,47,21,3.9,30,-1,-1,3
N#Cc1cc(C#N)c(SCC(=O)N2CC(=O)Nc3ccccc32)nc1N,2,40,14,7,-0.5,14,-3,-6,1
Cc1ccc(Cn2ccc(NC(=O)c3c(-c4ccccc4Cl)noc3C)n2)cc1,-27,17,-15,-10,-1.4,4,2,-3,-5
Cc1cc(C(=O)N2CCc3ccccc3C2)n[nH]1,5,-5,6,-1,-0.5,-8,4,-2,-3
O=C1CCC(=O)N1CCSC(=S)N1CCOCC1,-7,1,-1,5,2.9,0,2,-1,1
CCOc1ccccc1NC(=O)c1ccc(S(=O)(=O)N2CCCCC2)cc1,24,15,28,-13,-1.7,9,0,0,-1
COc1ccc(OC)c(CN2CCN(CCc3ccccc3)C(CCO)C2)c1 (centres undefined),15,-35,-13,3,0.0,3,0,-4,1
NC(=O)c1cc(NC(=O)CCc2nc3ccccc3s2)cc(C(N)=O)c1,0,-19,0,-11,-0.3,5,-3,-2,1
C[C@@H](C(=O)NCc1ccccn1)[C@@H]1C[C@@]1(C)[C@@H](NC(=O)OCc1ccccc1)c1ccccc1,16,-15,15,16,2.7,14,-2,4,3
CCOC(=O)[C@@H]1[C@H]2COc3ccccc3[C@@H]2N2C(=O)N(c3ccc(C(F)(F)F)cc3)C(=O)[C@]12C,-7,-2,0,-1,0.2,17,0,4,-2
COc1ccc(C(=O)Oc2ccc(C(C)=O)cc2)c(OC)c1,14,12,29,11,3.9,21,3,-3,2
Cc1cc(NCc2ccco2)nc2cc(O)ccc12,3,15,-2,13,-0.2,3,-1,-3,-1
Cc1ccc(CNC(=O)Cn2cccc2C(=O)c2ccccc2C)cc1,19,4,24,11,1.4,9,-7,-3,5

# Whole records from above:
# Profile of `CCOC(=O)[C@@H]1[C@H]2COc3ccccc3[C@@H]2N2C(=O)N(c3ccc(C(F)(F)F)cc3)C(=O)[C@]12C` : NALP3 yeast inh = -7; Mdm2 MdmX PPI = -2; tim23-1 inh = 0; TIM10 inh = -1; CHOP UPR activ = 0.2; tim10-1 inh = 17; NR3A LBD binder = 0; APJ agonist = 4; XBP1 UPR activ = -2
# Profile of `Cc1cc(NCc2ccco2)nc2cc(O)ccc12` : NALP3 yeast inh = 3; Mdm2 MdmX PPI = 15; tim23-1 inh = -2; TIM10 inh = 13; CHOP UPR activ = -0.2; tim10-1 inh = 3; NR3A LBD binder = -1; APJ agonist = -3; XBP1 UPR activ = -1
# Profile of `COc1ccc(OC)c(CN2CCN(CCc3ccccc3)C(CCO)C2)c1` (centres undefined) : NALP3 yeast inh = 15; Mdm2 MdmX PPI = -35; tim23-1 inh = -13; TIM10 inh = 3; CHOP UPR activ = 0.0; tim10-1 inh = 3; NR3A LBD binder = 0; APJ agonist = -4; XBP1 UPR activ = 1

# Returning to the listing with the 2 entries that preceded the break.
SMILES,NALP3 yeast inh,Mdm2 MdmX PPI,tim23-1 inh,TIM10 inh,CHOP UPR activ,tim10-1 inh,NR3A LBD binder,APJ agonist,XBP1 UPR activ
Cc1cc(NCc2ccco2)nc2cc(O)ccc12,3,15,-2,13,-0.2,3,-1,-3,-1
Cc1ccc(CNC(=O)Cn2cccc2C(=O)c2ccccc2C)cc1,19,4,24,11,1.4,9,-7,-3,5
O=C(COC(=O)c1ccc2c(c1)C(=O)N(CCc1ccccc1)C2=O)Nc1ccc(OC(F)F)cc1,-9,8,8,3,1.6,14,10,-2,7
N#CCSc1nnc(SCC#N)s1,-8,9,10,15,1.7,12,0,-1,-4
Cc1ccc2oc(=O)c3cnn(CC(=O)NC4CCCCC4C)c3c2c1 (centres undefined),3,1,2,5,0.0,4,2,-3,-1
Cc1ccc(NC(=O)c2c(C)nn(-c3ccccc3)c2Cl)c(C)c1,27,-7,35,-11,3.8,15,7,-2,-3
COC(=O)[C@@H]1C[C@@H]2CC[C@@H](O)C[C@@H]2N1Cc1ccc(Cl)cc1,38,7,4,-6,0.0,-13,-2,2,-2
CN(C)c1ccc(NC(N)=S)cc1,9,21,-1,6,-1.9,13,0,-1,3
O=C(CSc1nc2ccc([N+](=O)[O-])cc2[nH]1)NC1CCCCC1,4,20,12,5,-0.3,12,-2,-3,1
CC1Sc2ccc(S(=O)(=O)CCC(=O)NC3CCCCC3C)cc2NC1=O (centres undefined),4,3,-3,3,-0.1,-8,0,-3,-2
Fc1ccc(OCCOCCOc2cccc3[nH]ccc23)cc1,31,7,23,-23,0.4,-18,5,0,-5
O=C(NN=Cc1ccc(N2CCOCC2)cc1)c1cc2ccccc2cc1O,19,41,18,11,-0.5,1,3,1,0
CCn1cc(/C=C(\NC(=O)c2cc(OC)c(OC)c(OC)c2)C(=O)N2CCN(C)CC2)c2ccccc21,10,28,3,11,1.3,-2,-2,1,-3
CC(Oc1cccc(Cl)c1)C(=O)Nc1ccc(S(=O)(=O)Nc2ncccn2)cc1 (centres undefined),14,1,1,1,-0.4,-7,3,-5,-1
O=C(N/N=C/c1ccccc1)c1ccc(CN2C(=O)c3cccc4cccc2c34)cc1,14,8,4,19,-1.4,11,0,-1,-2
Cc1nc(NCc2ccc3c(c2)OCO3)c2oc3ccccc3c2n1,17,11,20,10,-1.5,-6,1,-6,1
CNC(=O)/C(C#N)=C/c1c(N2CC(C)OC(C)C2)nc2ccccn2c1=O (centres undefined),3,-13,1,3,4.0,7,0,1,-2
CCC(=NCc1ccccc1)C1=C(O)C(C(=O)OC)C(C)(C)CC1=O (centres undefined),17,-22,11,-1,-0.7,7,-1,-1,-4
COc1cc(-c2nnc(COc3ccc4cc(Br)ccc4c3)o2)cc(OC)c1OC,3,60*,19,13,0.9,24,0,-1,3
CSCCC(NC(=O)c1ccccc1Cl)C(=O)OCC(=O)N1CCCC1=O (centres undefined),7,11,0,-5,-1.2,7,-1,0,0
CCC(=O)N1CCN(C(C)=O)C1c1ccccc1 (centres undefined),5,25,17,7,-2.9,-1,-1,-3,-4
C=CCn1c(SCC(=O)N2N=C(c3ccco3)CC2c2ccco2)nnc1-c1ccncc1 (centres undefined),-6,11,4,-2,-0.5,-3,-6,-6,-1
C=CCc1cccc2cc(C(=O)NC)c(=O)oc12,-12,9,9,3,1.0,21,0,-6,0
COc1ccc(OC)c(C(=O)Cn2nnc(-c3ccc(N4CCOCC4)cc3)n2)c1,13,-3,-6,-3,-0.8,-7,1,-2,1
CN(Cc1ccc(C(C)(C)C)cc1)C(=O)C1CSC2(C)CCC(=O)N12 (centres undefined),16,-5,33,22,-1.5,36,-1,-3,-2
CCC1(CC)C(=O)N(C)C(=O)NC1=Nc1ccc(OC)cc1,13,0,2,-4,-0.4,-17,-2,0,-5

# Screens from PubChem.
